# HIF activator = HIF pathway transcriptional activators, primary screen, cell-based, U2OS HRE-luciferase, luminescence; activation, % at 7.5 µM (by protocol); U2OS HRE-luciferase reporter; normalized: DMSO 0%, desferrioxamine 100%; 300,000 compounds, 0.32% hits;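 active means mean activation of at least 10% of the iron chelator positive control signal, with at least half of replicates also reaching 10%; inconclusive means mean and replicate majority disagree about reaching 10%; inactive means mean and most replicates under 10%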
# HSP90 inh = HSP90 inhibitors, primary screen, cell lysate, luminescence. 290,000 compounds, 0.91% hits. inhibition, % at 5.6 µM. Rabbit reticulocyte lysate, luciferase refolding luminescence, 3 h;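 active means inhibition above the screen-wide mean plus 3 SD, computed separately per campaign, cut at about 16% in these data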;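 further: 0% = DMSO wells and 100% = 60 µM geldanamycin wells; inhibitors lower the luminescence because luciferase stays unfolded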
# AI-2 QS modul = Vibrio harveyi AI-2 quorum sensing modulators, primary screen, JMH597 strain, luminescence/OD600 ratio. Vibrio harveyi JMH597 AI-2 luminescence/OD600 ratio, 9 h; hits give low values; strain lacks LuxN and CqsS sensors; 0 = neutral-control median. 300,000 compounds, 0.4% hits. activity change, % at 7.5 µM; in the data active means activity change below about -75%, passing the limit was not always enough; inconclusive means no clear call, values can overlap the other calls;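 further: luminescence divided by OD600 gain over 9 h not by final OD600 alone; inactives centre near 13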
# Platelet DG rel = inhibitors of platelet dense granule secretion, primary screen, cell-based, MLPCN, human platelets; 300,000 compounds, 0.22% hits; inhibition, %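 (compounds screened at 7.5 µM in platelet-rich plasma)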; human platelet-rich plasma, SFLLRN dense granule ATP release, luminescence;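 active means mean replicate score, as percent of positive control, at or above 50; inconclusive means mean below 50 but at least one replicate at or above 50; inactive means mean and every replicate below 50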
# HDAC3 inh = HDAC3 deacetylase inhibitors, primary screen, biochemical, fluorescence, cell-free homogeneous; 320,000 compounds, 0.15% hits; recombinant HDAC3, fluorogenic peptide/trypsin coupled; Histone deacetylase 3 (Homo sapiens), O15379; inhibition, % at 8.3 µM; AID 2718, 2010; in the data active means inhibition above about 26%, passing the limit was not always enough; inconclusive means no clear call, values can overlap the other calls
# Target sequence (O15379 whole entry, looked up): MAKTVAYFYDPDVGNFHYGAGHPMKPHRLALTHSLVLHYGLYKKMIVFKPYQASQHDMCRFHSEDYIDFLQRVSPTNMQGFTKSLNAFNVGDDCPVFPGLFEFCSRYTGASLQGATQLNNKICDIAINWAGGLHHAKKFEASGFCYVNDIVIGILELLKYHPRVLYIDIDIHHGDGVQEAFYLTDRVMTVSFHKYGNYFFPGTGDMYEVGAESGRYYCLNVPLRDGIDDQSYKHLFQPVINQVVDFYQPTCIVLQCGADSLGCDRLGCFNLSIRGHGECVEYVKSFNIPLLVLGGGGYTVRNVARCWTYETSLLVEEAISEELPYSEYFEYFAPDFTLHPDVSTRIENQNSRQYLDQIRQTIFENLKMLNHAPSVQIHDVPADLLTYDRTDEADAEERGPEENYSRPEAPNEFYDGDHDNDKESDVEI
# HSF1 inhib = HSF1 inhibitors in luciferase reporter cells, primary screen, cell-based, NIH3T3, luminescence | NIH3T3-HGL HSE-luciferase, MG132-induced, luminescence 8 h; hits give low values | activity change, negative = inhibition, % at 7.5 µM (by protocol) | 300,000 compounds, 0.77% hits;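 active means more than half of replicate wells show activity change below -50%, luminescence cut by over half; inconclusive means some wells, but at most half, below -50%; inactive means no replicate well below -50%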;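 further: luciferase reports HSF-1 transcriptional activity via heat shock element; 0% = median of DMSO wells and -100% = zero luminescence signal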
# HSF-1 act = HSF-1 activators, primary screen, NIH3T3-HGL cells, MG132 stress, luminescence, single point; NIH3T3-HGL HSF-1 luciferase reporter, 8 h; 100% = twice DMSO control signal; activation, % at 9 µM; 300,000 compounds, 1.7% hits; AID 504408, 2011;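 active means mean replicate activation of at least 50% with a set share of replicates each reaching 50%; inconclusive means only one of those two conditions met; inactive means mean below 50% and too few replicates reaching it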;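 further: 0% = median of the neutral control wells and 100% = twice that signal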
# KLF5 inhibitor = KLF5 expression inhibitors, primary screen, DLD-1 cells, luminescence; DLD-1 KLF5 promoter-luciferase reporter; inhibition, % at 5 µM; 290,000 compounds, 0.23% hits;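 active means inhibition above a per-plate limit of that plate's mean compound inhibition plus 3 SD, cut at about 60% in these data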;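 further: 0% = DMSO wells and 100% = LY294002 at 200 µM; higher means less KLF5 promoter-driven luciferase light; inactives centre near -14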
# aSyn 5UTR inh = MLPCN primary screen, SNCA 5' untranslated region. AID 1813, 2009. 300,000 compounds, 0.82% hits. alpha-synuclein 5'UTR reporter, inhibitor activity. inhibition, % (tested at 7.5 µM); in the data active means inhibition above about 60%; inconclusive means no clear call, values can overlap the other calls;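 further: H4 neuroglioblastoma cells stably carrying SNCA 5'UTR luciferase fusion; 0% = DMSO wells and 100% = positive control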
# IEC-6 cytotox = cytotoxicity in IEC-6 intestinal epithelial cells, primary screen, cytotoxicity control for KLF5 inhibitor project, cell-based, luminescence; IEC-6 cytotoxicity, luminescence viability; inhibition, % at 5 µM; 290,000 compounds, 0.78% hits; AID 1825, 2009; in the data active means inhibition above about 22%;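 further: 0% = plate median of test compound wells and 100% = cytotoxic reference compound wells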
# An asterisk follows results filed as active; ? = inconclusive; / = not tested or not shown.
SMILES,HIF activator,HSP90 inh,AI-2 QS modul,Platelet DG rel,HDAC3 inh,HSF1 inhib,HSF-1 act,KLF5 inhibitor,aSyn 5UTR inh,IEC-6 cytotox
C#CCOCCOCCOCCNc1nc(N2CCOCC2)nc(N2CCN(C(=O)[C@H](Cc3cc4ccccc4[nH]3)n3cc([C@@H](N)Cc4ccc(O)cc4)nn3)CC2)n1,0.0,4,19,2,2,1,1,-4,13,-9
CCN(CC)S(=O)(=O)c1ccc(C(=O)OCC(=O)N2CCN(C(=O)c3ccco3)CC2)cc1,-1.4,-3,21,4,-2,14,53*,-46,3,1
O=C(NCC1CCCO1)c1coc2nc3ccccc3nc12 (stereo unspecified),0.3,1,27,-24,2,-33,-46,-3,-39,1
O=C(OCC(=O)N1CCc2ccccc2C1)c1cccs1,-0.4,-2,31,-1,2,55,80*,-24,1,1
CCOc1ccc(C(=O)NCC2CCCO2)cc1OCC (stereo unspecified),11*,2,13,-2,-2,-5,6,-6,7,5
CCOCc1cc(C2NC(=O)NC(C)=C2C(=O)OCC)ccc1OC (stereo unspecified),-0.6,-1,36,5,-9,6,10,-41,27,-4
O=C(c1cncc(Br)c1)N1CCN(c2ccc([N+](=O)[O-])cc2)CC1,-0.4,1,38,7,15,-8,-10,7,16,6
N/C(Cn1cncn1)=N\NC(=O)C(=O)Nc1cccc(C(F)(F)F)c1,-0.4,-1,29,-3,-7,-1,-8,-5,-2,-3
CCc1ccc2c(c1)C(c1ccc([N+](=O)[O-])cc1)=NNC(c1ccc(C)cc1)=N2,0.1,4,17,1,-5,9,24,-4,-14,8
O=C(NC1CC1)C1=C[C@@H](C2CC2)C[C@@H](OCCCCO)O1,-0.9,/,25,-1,-5,5,-5,/,0,/
Cc1nc(-c2ccncc2)nc(NCCNc2ncccc2C(F)(F)F)c1Cl,0.0,2,5,9,1,-6,13,8,-5,5
COc1ccccc1CCNC(=O)c1cc(COc2cccc(C(F)(F)F)c2)on1,-0.2,1,7,-10,4,-3,-13,-21,4,6
CN(C)c1ccc(NC(=O)CSCc2nc3c(nnn3Cc3ccc(F)cc3)c(=O)[nH]2)cc1,0.2,-1,31,1,/,5,10,-23,9,-1
CN(C(=O)CCNC(=O)N1CC(=O)Nc2ccccc21)C1CCCCC1,0.5,-7,10,0,-3,-2,2,-23,-6,-2
COc1ccc(Cl)cc1NC(=S)NCc1ccccn1,0.4,7,-4,-1,6,7,30,-16,-4,4
COc1ccc(Cc2nc(-c3ccncc3)no2)cc1,2.2,6,-7,8,-3,4,36,-16,-79,4
COc1ccc(NC(=O)CCC(=O)OC(C(=O)c2ccccc2)c2ccccc2)cc1 (stereo unspecified),0.4,-2,-3,7,5,-5,1,-18,1,0
CCC(C)NC(=O)/C(=C/c1ccco1)c1ccccc1 (stereo unspecified),-0.3,0,13,0,1,2,1,3,-5,0
COc1cc(C(=O)NNC(=S)NC(=O)c2ccc(Cl)cc2)cc(OC)c1OC,-0.2,-1,17,-18,-3,-6,1,-11,-11,-5
COc1ccccc1NC(=O)CN1CCN(CC(=O)Nc2cc(NC(C)=O)ccc2OC)CC1,-0.3,0,25,-5,5,3,14,-22,20,0
COc1ccc(N(CC(=O)Nc2c(C)n(C)n(-c3ccccc3)c2=O)S(=O)(=O)c2ccc(F)cc2)cc1,0.7,-1,18,-4,-5,-4,0,-24,-16,1
CCn1c(COc2cccc(C)c2)nnc1SCC(=O)Nc1cccc(C(=O)O)c1,0.0,5,23,-10,14,3,26,6,-2,8
CNC(=S)N/N=C/c1c(C)nn(-c2ccc(F)cc2)c1Cl,1.7,-2,30,1,0,12,32,-22,-48,-5
Cc1ccc(CCNC(=O)CCc2nc3ccccc3[nH]2)cc1,0.1,-1,5,-5,-8,4,4,-25,24,-2
CC(C)c1ccc(NC2CCCN(C(=O)c3ccoc3)C2)cc1 (stereo unspecified),0.7,-3,-10,-4,-1,5,4,-20,-23,2
COc1ccccc1N(C(=O)c1csnn1)C(C(=O)NC1CCCC1)c1ccccc1 (stereo unspecified),-0.2,1,35,0,1,-40,-55,-7,23,2
O=C(NC1CCCCC1)C12CC3CC(CC(Cl)(C3)C1)C2,-0.3,-1,14,?,/,1,-3,-5,22,0
CCc1cccc(NC(=O)CS(=O)Cc2nc(-c3ccc(C)cc3)oc2C)c1 (stereo unspecified),0.2,-2,1,2,14,-1,-14,-10,9,5
CC(=O)Nc1ccc(NC(=O)c2ccccc2Sc2ccc([N+](=O)[O-])cc2Cl)cc1,-0.1,1,65,0,6,33,76*,4,-22,4
CCCc1sc(N/N=C/c2ccccn2)nc1-c1ccc(F)cc1,20*,64*,33,4,13,15,26,-33,7,1
Cc1ccc(Cl)cc1NC(=O)Nn1cnnc1,-0.7,-1,15,-5,0,5,-8,-16,8,-6
CCCSc1ccc([C@@H]2[C@H]3C(=O)N(CC)C(=O)[C@H]3[C@]3(C(=O)OC)CCCCN23)cc1OC,0.0,/,8,0,13,13,34,/,11,/
Cc1c(NC(=O)Nc2cc(Cl)ccc2Cl)c(=O)n(-c2ccccc2)n1C,0.1,1,25,6,4,0,7,-11,-4,3
COc1ccc(CCN2CN(S(=O)(=O)c3ccc(OC)cc3)c3nc4ccccc4nc32)cc1,0.1,-1,15,5,-4,-9,-13,-29,15,-8
O=S(=O)(Nc1ccccc1Cl)c1ccc(F)cc1,-0.3,4,23,-4,-4,1,5,-6,7,-2
O=C(COC(=O)C1CCC1)Nc1cccc(Cl)c1,-0.2,/,15,14,-3,-1,0,/,1,/
CC(C)Sc1nc2c(c(=O)n1-c1ccc(F)cc1)SCC2,-0.5,3,15,7,1,-1,23,-22,20,-1
Cc1ccc(CN2CCc3[nH]c(=S)[nH]c(=O)c3C2)cc1,0.3,2,-9,-9,-10,-12,-7,17,4,10
Cc1ccc(CNC(=O)CCCOc2cc(=O)n(C)c3ccccc23)o1,0.2,3,1,1,0,-5,4,-5,9,10
CCN1CCN(C(=O)/C=C/c2ccc3c(c2)OCO3)CC1,0.0,2,9,0,5,-1,3,4,-7,-6
CCOC(=O)c1cc2ccc(OC(=O)c3ccco3)cc2oc1=O,2.0,2,30,22,-8,2,-8,6,-23,4
O=S(=O)(c1ccc(F)cc1)c1nc(-c2ccco2)oc1Nc1ccccc1,0.5,-1,8,-3,6,0,-9,12,-36,-1
CCn1c(CCn2c3ccccc3c3ccccc32)n[nH]c1=S,-0.8,3,26,1,1,3,-5,2,24,-5
CC1(C)S[C@@H]2[C@H](N=CN3CCCCCC3)C(=O)N2[C@H]1C(=O)O,0.2,/,7,2,-3,1,-2,/,-5,/
CCOC(=O)c1c(C)[nH]c(C)c1C(=O)COC(=O)c1ccc(Cl)c(S(=O)(=O)NCc2ccccc2)c1,1.3,1,28,-3,7,11,20,-6,7,6
CC1(C)N=C(c2ccccn2)C(C)(C)N1O,0.2,3,18,2,-3,-5,-18,-20,4,0
O=C(O)c1ccc(-n2c(O)c(C=C3N=c4ccccc4=N3)sc2=S)cc1,0.8,-2,-19,6,6,16,23,-37,-3,-4
CCOC(=O)N1CCN(S(=O)(=O)c2ccc(F)c(C(=O)Nc3cccc(Cl)c3C)c2)CC1,-1.5,1,29,11,-1,18,21,-8,-32,0
O=C(CN(Cc1ccccc1)C(=O)c1ccco1)NCc1ccc(F)cc1,-0.2,4,10,-4,-4,5,6,17,0,5
CC(/C=C/C=C/c1ccccc1)=N/NC(=O)c1ccc2c(c1)OCCO2,0.7,1,11,-3,1,-33,-31,-30,-38,7

# The closing 2 entries of the section above open the next one:
SMILES,HIF activator,HSP90 inh,AI-2 QS modul,Platelet DG rel,HDAC3 inh,HSF1 inhib,HSF-1 act,KLF5 inhibitor,aSyn 5UTR inh,IEC-6 cytotox
O=C(CN(Cc1ccccc1)C(=O)c1ccco1)NCc1ccc(F)cc1,-0.2,4,10,-4,-4,5,6,17,0,5
CC(/C=C/C=C/c1ccccc1)=N/NC(=O)c1ccc2c(c1)OCCO2,0.7,1,11,-3,1,-33,-31,-30,-38,7
O=C(NCc1cccnc1)C(=O)Nc1cc2c3c(c1)CC(=O)N3CCC2,-0.5,/,-10,35,7,-12,-16,/,15,/
O=C(Nc1cc([N+](=O)[O-])ccc1Cl)c1ccc2c(c1)OCO2,0.4,1,20,2,8,0,3,-9,-32,-1
COCCCN(C(C)=O)c1nc(-c2ccc(OC)cc2)cs1,3.1,1,-3,2,1,-9,1,-46,-105,17
CCCn1c(N)c(C(=O)CSc2nc3ccccc3c(=O)n2Cc2ccccc2)c(=O)[nH]c1=O,-0.8,-2,14,-34,0,-84*,-89,11,34,4
COc1ccc(C2CC(C(F)(F)F)n3nc(C(=O)O)cc3N2)cc1OC (stereo unspecified),-0.3,0,8,4,0,-3,-1,-15,-5,-2
C#Cc1ccc([C@@H]2C=C(C(=O)NCc3ccccc3)O[C@H](OCC)[C@H]2CCCO)cc1,0.3,11,-3,-1,4,2,11,-18,24,4
CS(=O)(=O)c1nc(S(=O)(=O)c2ccc(Cl)cc2)c(N2CCC3(CC2)OCCO3)s1,3.2,0,23,7,3,32,38,-28,-156,-12
Cc1c(NC(=O)C(C)OC(=O)[C@@H](NC(=O)c2ccccc2)C(C)C)c(=O)n(-c2ccccc2)n1C (stereo partly specified),-0.2,-1,9,-8,-5,-8,9,-1,-16,-1
O=[N+]([O-])c1ccc(SCc2ccncc2)nc1,-0.2,-4,2,8,13,-7,5,-22,0,3
COc1ccc2cc(/C(C)=N/NC(=O)c3cc(-c4cccnc4)nc4ccccc34)ccc2c1,0.2,-2,20,5,-4,7,9,-22,-14,2
O=C(CCCN1C(=O)c2cccc3cccc(c23)C1=O)N1CCN(Cc2ccc3c(c2)OCO3)CC1,0.2,0,17,5,-6,3,-7,-15,26,-1
COc1ccc(C(=O)N2CCSCC2)cc1OC1CCN(C(C)=O)CC1,-0.3,-4,22,8,-4,-11,-20,-7,17,-1
CCOc1cc(/C=C/C(=O)OCC(=O)NCc2ccco2)cc(Cl)c1OC,-1.2,/,9,/,-3,-3,-16,/,-17,/
COC(=O)c1ccc(NC(=O)CSc2nnnn2C2CCCCC2)cc1,-0.5,4,0,-8,-1,2,2,-9,-7,-1
O=S(=O)(c1ccc(-c2nnco2)cc1)N1CCCCC1,-0.5,-1,11,-3,-2,-4,8,2,12,2
CNC(=O)/C(=C\c1ccc2c(c1)OCO2)NC(=O)c1ccc(Br)cc1,-1.6,6,17,-4,5,-4,0,-25,1,4

# Compound activity from PubChem BioAssay.
